CHO-K1 Ca antag – M1 antagonist counterscreen hit in parental CHO-K1 cells; ATP-induced calcium, Fluo-8 fluorescence; inhibition, % at 3 µM; 0.6% of 360,000 active; AID 602250;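 active means inhibition above a per-plate cutoff, the plate's mean sample inhibition plus 3 SD, cut at about 24% in these data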;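 further: 0% = DMSO plus EC80 ATP and 100% = DMSO alone without ATP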
OXTR ag – human OXTR agonism | P30559 | CHO-OTR cells, Fluo-8 calcium fluorescence; normalized: DMSO 0%, oxytocin 100% | activation, % at 3 µM | 0.32% of 320,000 active | AID 2435;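 active means activation above the mean of all tested compounds plus 3 SD, cutoff set per screening run, cut at about 20% in these data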;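 further: peak over basal fluorescence ratio from a 100 s FLIPR kinetic read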
Target sequence (P30559 whole entry, looked up): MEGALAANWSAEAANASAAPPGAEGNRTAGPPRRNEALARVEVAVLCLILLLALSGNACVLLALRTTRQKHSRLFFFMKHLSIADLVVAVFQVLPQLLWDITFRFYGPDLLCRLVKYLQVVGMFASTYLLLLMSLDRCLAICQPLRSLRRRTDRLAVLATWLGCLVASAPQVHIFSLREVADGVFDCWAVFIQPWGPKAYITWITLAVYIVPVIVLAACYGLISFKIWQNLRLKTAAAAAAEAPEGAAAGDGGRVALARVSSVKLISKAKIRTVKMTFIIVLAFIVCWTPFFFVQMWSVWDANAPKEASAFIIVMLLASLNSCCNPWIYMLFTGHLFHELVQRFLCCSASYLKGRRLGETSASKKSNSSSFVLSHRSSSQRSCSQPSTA
OXTR potentiator – potentiators of human oxytocin receptor | P30559 | CHO-OTR cells, Fluo-8 calcium fluorescence, potentiator mode; 0% = oxytocin EC15, 100% = EC100 | activation, % at 3 µM | 0.061% of 320,000 active | AID 2445;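 active means activation above that plate's cutoff, the mean activation of tested compounds plus 3 SD, cut at about 6.6% in these data, passing the limit was not always enough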;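 further: 100% uses oxytocin at 75 nM as the full agonist control; some results filed as inactive read as strong as hits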
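Assay system: CHO cell line stably expressing human OTR. Reagent: EC15 oxytocin agonist. Dosing: single dose, 3.0 µM nominal final compound concentration. Timing: compound 6 min at room temperature before oxytocin, 100 s read. Signal: kinetic Fluo-8 calcium fluorescence. Controls: oxytocin EC15 low and EC100 high.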
M1 ag parental – M1 agonist counterscreen hit in parental CHO-K1 cells | Fluo-8 calcium fluorescence; scaled to maximal ATP response, vehicle zero | activation, % at 3 µM | 0.48% of 360,000 active; in the data active means activation above about 15%;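 further: untransfected CHO-K1 host cells lacking M1 receptor as counterscreen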
TAAR1 antagonist – human TAAR1 antagonism. inhibition, % at 3 µM. 1.5% of 360,000 active. Q96RJ0. CHO RD-HGA16 TAAR1, Fluo-8 calcium fluorescence, antagonist;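 active means inhibition above a per-plate cutoff, the mean inhibition of test compounds on that plate plus 3 SD, cut at about 49% in these data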;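 further: 0% = DMSO plus EC80 beta-PEA response and 100% = DMSO alone without agonist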
Target sequence (Q96RJ0 whole entry, looked up): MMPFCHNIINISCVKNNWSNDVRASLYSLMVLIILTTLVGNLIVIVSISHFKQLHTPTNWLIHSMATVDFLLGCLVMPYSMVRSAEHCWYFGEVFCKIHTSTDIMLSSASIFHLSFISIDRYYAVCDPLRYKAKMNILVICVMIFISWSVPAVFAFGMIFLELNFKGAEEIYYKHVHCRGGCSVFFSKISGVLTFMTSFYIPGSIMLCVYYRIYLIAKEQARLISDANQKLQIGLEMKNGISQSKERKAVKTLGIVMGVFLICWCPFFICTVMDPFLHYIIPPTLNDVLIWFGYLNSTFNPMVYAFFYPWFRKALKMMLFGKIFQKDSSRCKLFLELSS
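Material: RD-HGA16 CHO cells with stable hTAAR1 and Gα16; Dosing: single nominal final test compound concentration of 3 µM; Schedule: seeding 17-24 h prior, 75-min 37 °C, 30-min RT dye loading; Detection: kinetic Fluo-8 calcium fluorescence measurement; Measure: % inhibition from peak post-agonist over basal fluorescence ratio; Benchmarks: vehicle and agonist controls.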
GPR7 antagonist – human neuropeptides B/W receptor 1 antagonism; GPR7-expressing cells, fluorescence antagonist assay; inhibition, % at 4.4 µM; 1.1% of 290,000 active; in the data active means inhibition above about 16%, passing the limit was not always enough;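 further: cells stimulated with the agonist NPW; 0% = agonist with vehicle and 100% = vehicle without agonist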
Target sequence (P48145 whole entry, looked up): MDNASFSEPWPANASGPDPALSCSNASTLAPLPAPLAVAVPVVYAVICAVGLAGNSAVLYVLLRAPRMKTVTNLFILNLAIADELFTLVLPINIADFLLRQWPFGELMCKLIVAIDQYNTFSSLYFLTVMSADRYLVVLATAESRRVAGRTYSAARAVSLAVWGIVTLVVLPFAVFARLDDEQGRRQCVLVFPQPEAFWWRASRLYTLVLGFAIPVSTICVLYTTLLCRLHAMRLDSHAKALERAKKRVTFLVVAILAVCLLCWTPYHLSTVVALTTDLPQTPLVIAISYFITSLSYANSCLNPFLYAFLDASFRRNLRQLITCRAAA
V1R ag counter – activates human V1a receptor in oxytocin agonist counter-screen | CHO-V1R cells, Fluo-8 calcium fluorescence, agonist mode; 0% DMSO, 100% 3 nM vasopressin | activation, % at 3 µM | 0.25% of 320,000 active | AID 2797;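 active means activation above the mean activation of all tested compounds plus 3 SD, per screening run, cut at about 20% in these data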;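 further: signal is peak over basal fluorescence ratio across a 100 second FLIPR read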
M1 PAM parental – nonselective activator or artifact in parental CHO-K1 calcium assay | ATP EC20, Fluo-8 calcium fluorescence; 0% at ATP EC20, 100% at ATP max | activation, % at 3 µM | 0.02% of 360,000 active;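 active means activation above the run cutoff, the mean activation of all test compounds plus 3 SD, cut at about 40% in these data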;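 further: peak over basal fluorescence ratio in a 140 s read after ATP addition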
CHO parental Ca – signal in parental CHO cells, OX1R antagonist counter-screen; parental CHO-K1, ATP-induced calcium, Fluo-8 fluorescence; inhibition, % at 5.6 µM; 0.63% of 330,000 active;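 active means inhibition above that plate's mean sample inhibition plus 3 SD, cut at about 26% in these data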;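 further: 0% = ATP-challenged DMSO wells and 100% = DMSO wells without ATP; some compounds past the cut are filed as inactive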
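Test system: untransfected parental CHO cell line; also added: ATP stimulus; dosing: 5.6 µM, single dose; signal: calcium-sensitive Fluo-8 fluorescence; measure: percent inhibition of ATP-evoked calcium rise, normalized to controls; benchmarks: low control ATP plus DMSO, high control DMSO only; replication: one well per compound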
An asterisk follows results filed as active; x = not tested or not shown.

cpd | SMILES | CHO-K1 Ca antag | OXTR ag | OXTR potentiator | M1 ag parental | TAAR1 antagonist | GPR7 antagonist | V1R ag counter | M1 PAM parental | CHO parental Ca
1 | CC(=O)Nc1ccc(S(=O)(=O)C(C#N)c2nc3ccccc3nc2NCCO)cc1 (stereo not drawn) | -13 | 0.7 | 6 | 0.6 | -15 | -7 | 1.5 | 16 | -6
2 | Cc1cc(C)n2nc(C(=O)N3CCCC(CNS(=O)(=O)c4cccs4)C3)cc2n1 (stereo not drawn) | -3 | -0.3 | -4 | -0.2 | 11 | -6 | -0.9 | 13 | 2
3 | COC(=O)c1cc(NC(=O)c2ccccc2F)cc(C(=O)OC)c1 | -4 | -1.9 | -2 | 0.3 | 15 | -3 | -1.2 | 2 | -13
4 | COc1ccccc1NS(=O)(=O)c1cccc(C(=O)NCC(c2cccs2)N(C)C)c1 (stereo not drawn) | -13 | x | x | 4.1 | 20 | x | x | 0 | x
5 | CSc1nc(C)cc(SC(C(C)=O)C(=O)Nc2ccccc2)n1 (stereo not drawn) | 12 | -0.2 | -5 | 0.0 | -5 | 3 | 0.4 | 0 | -7
6 | O=C(COC(=O)c1ccccc1-n1cnnn1)c1ccc(Br)cc1 | 18 | -1.1 | -1 | -0.1 | -2 | x | -0.5 | -17 | -11
7 | Cc1c(NC(=O)CN2C(=O)c3ccc([N+](=O)[O-])cc3C2=O)c(=O)n(-c2ccccc2)n1C | -10 | 0.7 | -7 | 0.2 | 6 | -14 | 1.3 | 17 | -5
8 | CCCCOC(=O)c1ccc(NC(=S)NC(=O)c2ccco2)cc1 | -6 | 0.1 | -7 | 0.0 | -45 | -6 | 0.8 | -3 | -6
9 | Cc1csc(SCC(=O)NC2CCCCC2)n1 | 3 | 0.5 | -2 | -0.3 | 2 | 4 | 1.6 | 2 | -5
10 | O=C(O)CC(C(=O)O)c1ccc(OCCCCOc2ccc(C(CC(=O)O)C(=O)O)cc2)cc1 (stereo not drawn) | -13 | -0.4 | -1 | 0.9 | -8 | -19 | 0.2 | 28 | 9
11 | O=C(Nc1ccc(Cl)cn1)c1ccc(-c2cc(Cl)ccc2Cl)o1 | -6 | 0.5 | 1 | 0.3 | -4 | -19 | 0.8 | 18 | 0
12 | COc1ccc(C(=O)Cn2c(NCCCO)nc3ccccc32)cc1 | -11 | x | x | 0.8 | -8 | x | x | 13 | x
13 | CCc1ccc(N2CC(C(=O)Nc3cc(C)ccc3F)CC2=O)cc1 (stereo not drawn) | -7 | -2.2 | 0 | -0.2 | -27 | -10 | -0.7 | 11 | -1
14 | Cc1cc([N+](=O)[O-])nn1CC(=O)NCCCn1ccnc1 | 1 | 0.6 | -5 | 2.2 | -2 | -1 | 1.0 | 19 | 3
15 | Cc1ccc(OC(F)F)c(NC(=O)Nc2ccc3c(c2)OCO3)c1 | -3 | -1.1 | -1 | 1.5 | 19 | -13 | -0.4 | -13 | 1
16 | CCOc1ccc(NC(=O)CNC(=O)COc2ccccc2)cc1 | -3 | -0.8 | -1 | 1.0 | -14 | -1 | -0.1 | 30 | -10
17 | Cc1ccc(C(=O)CSc2nnc(-c3ccco3)n2Cc2ccccc2)cc1 | 6 | -1.4 | -7 | 0.1 | 2 | -5 | -1.1 | -1 | -22
18 | COC(=O)C1CSC(C(=O)OC)N1C(=O)Nc1c(C)cccc1C (stereo not drawn) | -9 | -0.2 | -2 | 0.5 | -8 | -1 | -0.6 | 4 | -9
19 | CC(=O)c1sc(N/N=C\c2ccc(Br)cc2)nc1C | -11 | 0.9 | -10 | 1.1 | -1 | -5 | 1.8 | 18 | -22
20 | CN1OC[C@@H]2CN(Cc3cc(Cl)cc(Cl)c3)[C@H](c3cccc(-c4ccc(C#N)cc4)c3)C[C@@H]21 | 1 | x | x | -0.3 | -6 | x | x | -4 | x
21 | CC(=O)Nc1cccc(-c2cc(C)c3cc4c(cc3n2)OCO4)c1 | -6 | x | x | -1.9 | -16 | -8 | x | 4 | x
22 | N#CCCSCc1ccc(C(=O)O)o1 | -8 | 0.7 | -5 | 2.7 | -16 | -3 | 0.2 | 14 | 14
23 | COCCn1c(=NC(=O)C2COc3ccccc3O2)sc2cc(S(N)(=O)=O)ccc21 (stereo not drawn) | 2 | 6.1 | -9 | 4.8 | 20 | -4 | 3.2 | 11 | 5
24 | CN(C)c1ccc(NC(=O)COC(=O)c2ccc3c(c2)OCO3)cc1 | -8 | 0.6 | 10 | -0.4 | -6 | x | 1.5 | 8 | -15
25 | N#CCc1ccc(C(=O)c2ccccc2F)s1 | -13 | -0.2 | -6 | -0.5 | 12 | -8 | 0.1 | 15 | -9
26 | CCCCC1=C(C(=O)OCC)C(C(=O)OCC)Oc2ccccc21 (stereo not drawn) | -21 | x | x | 0.8 | -21 | x | x | 16 | -44
27 | CC(C)NC(=S)N=Nc1c(O)[nH]c2ccc([N+](=O)[O-])cc12 | -17 | -2.5 | -15 | 0.8 | 11 | -14 | -0.6 | 12 | -16
28 | O=C(C1CC(=O)N(c2ccc3c(c2)OCCO3)C1)N1CCN(S(=O)(=O)c2ccccc2F)CC1 (stereo not drawn) | -16 | x | x | 6.3 | -18 | x | x | 23 | x
29 | O=C(OC[C@H]1O[C@@H](OC(=O)c2cc(O)c(O)c(OC(=O)c3cc(O)c(O)c(O)c3)c2)[C@H](OC(=O)c2cc(O)c(O)c(OC(=O)c3cc(O)c(O)c(O)c3)c2)[C@@H](OC(=O)c2cc(O)c(O)c(OC(=O)c3cc(O)c(O)c(O)c3)c2)[C@@H]1OC(=O)c1cc(O)c(O)c(OC(=O)c2cc(O)c(O)c(O)c2)c1)c1cc(O)c(O)c(OC(=O)c2cc(O)c(O)c(O)c2)c1 | x | -1.2 | -14 | x | x | x | -0.4 | x | -1
30 | Cc1nn(C)cc1NC(=O)c1cc2nc(-c3ccco3)cc(C(F)(F)F)n2n1 | 0 | 0.2 | 2 | 0.8 | 3 | -8 | 0.5 | -1 | -14
31 | Cc1noc(NS(=O)(=O)c2ccc(NC(=O)c3ccc(F)cc3)cc2)c1C | -3 | 1.1 | 2 | 0.0 | -8 | x | 1.7 | -3 | -14
32 | Cc1cc(C)c(OCCn2ccnc2)c(C)c1 | -3 | x | x | 0.8 | -16 | 2 | x | 14 | x
33 | Cc1cccc(NC(=O)CNC(=O)c2cccs2)n1 | -2 | 1.2 | 2 | 0.5 | -23 | x | 0.7 | 8 | 1
34 | COc1ccc(/C=C2/C(=O)N(c3ccccc3)N=C2C)cc1OC | -15 | x | x | 0.3 | -23 | -33 | x | 9 | x
35 | COc1ccc(CNc2ncnc3cc(Cl)ccc23)cc1 | -5 | 6.2 | -32 | 14 | 17 | 0 | 7.8 | -7 | 4
36 | CCc1ccc([C@H]2[C@@H]3C(=O)C[C@@H]4C(=O)N(C)C(=O)[C@@H]4[C@@H]3CN2S(=O)(=O)c2ccc(C)cc2)cc1 | 9 | x | x | 0.4 | -25 | x | x | 9 | x
37 | CC(C)(C)C(=O)c1c(N)[nH]c(C(=O)c2ccccc2)c1-c1ccccc1Br | -12 | x | x | 0.0 | -5 | x | x | 4 | x
38 | O=C(Nc1ccccc1Cl)C1CCCN(S(=O)(=O)c2cccc3cccnc23)C1 (stereo not drawn) | 5 | 4.7 | -15 | 6.7 | 24 | -9 | 5.5 | -16 | -25
39 | C/C(Cn1cnc([N+](=O)[O-])n1)=N/NC(=O)COc1ccccc1Cl | 5 | -0.8 | -7 | 0.2 | -12 | -5 | 0.0 | -3 | -9
40 | COC(C[C@H](O)[C@H](C)[C@H](O)COCc1ccccc1)OC | -12 | x | x | 0.4 | 9 | x | x | -4 | x
41 | CSC1=C(C#N)C(c2ccccc2C)C(C#N)=C(N)N1 (stereo not drawn) | -5 | -1.3 | -1 | 1.1 | -13 | 2 | 0.9 | 21 | -15
42 | CC(=O)Nc1ccc(OCCOc2ccc(/C=C3/C(=N)N4C=CSC4=NC3=O)cc2)cc1 | -4 | 1.2 | 2 | 1.3 | 11 | -15 | 1.2 | 13 | 1
43 | S=C(NCc1ccco1)Nc1ccc(Cl)c(Cl)c1 | 19 | 11 | -11 | 13 | 1 | 12 | 7.7 | -8 | 4
44 | CCc1nc2cc(C)nn2c2nc3ccccc3n12 | -7 | -1.4 | -9 | 1.4 | 16 | -14 | -0.4 | 19 | -18
45 | CC(=O)Nc1ccc(-c2csc(Nc3ccc(Cl)cn3)n2)cc1 | 3 | -1.1 | 0 | 0.1 | -29 | 9 | -1.4 | -7 | -4
46 | CN(CC(=O)NC(=O)NC1CCCCC1)Cc1ccccc1 | -14 | -0.8 | -4 | -0.1 | -18 | x | -0.6 | 7 | -13
47 | O=C(CSc1nnc(-c2ccncc2)o1)NCc1ccccc1Cl | 12 | -0.5 | 1 | -0.2 | -22 | 0 | -1.1 | 0 | -3
48 | O=C(Nc1ccc(Cl)cn1)c1cccc(S(=O)(=O)N2CCCCC2)c1 | -16 | x | x | 4.9 | -2 | 9 | x | 19 | x
49 | CC1=NOC(=O)/C1=C\c1ccc(-c2ccccc2Br)o1 | -2 | x | x | 1.8 | 75* | 13 | x | 13 | x
50 | CC(Sc1nnc(-c2ccccc2Br)o1)C(=O)N1CCOCC1 (stereo not drawn) | 1 | -0.9 | 1 | 0.3 | -19 | -13 | 0.3 | -4 | -10
51 | O=C(Nc1nc2c(Br)cc(Br)cc2c(=O)s1)C1CCC1 | -12 | -1.0 | -5 | 1.8 | -4 | 0 | -0.3 | 20 | -15

Entries from the list above that have bromine (six):
cpd | SMILES | CHO-K1 Ca antag | OXTR ag | OXTR potentiator | M1 ag parental | TAAR1 antagonist | GPR7 antagonist | V1R ag counter | M1 PAM parental | CHO parental Ca
6 | O=C(COC(=O)c1ccccc1-n1cnnn1)c1ccc(Br)cc1 | 18 | -1.1 | -1 | -0.1 | -2 | x | -0.5 | -17 | -11
19 | CC(=O)c1sc(N/N=C\c2ccc(Br)cc2)nc1C | -11 | 0.9 | -10 | 1.1 | -1 | -5 | 1.8 | 18 | -22
37 | CC(C)(C)C(=O)c1c(N)[nH]c(C(=O)c2ccccc2)c1-c1ccccc1Br | -12 | x | x | 0.0 | -5 | x | x | 4 | x
49 | CC1=NOC(=O)/C1=C\c1ccc(-c2ccccc2Br)o1 | -2 | x | x | 1.8 | 75* | 13 | x | 13 | x
50 | CC(Sc1nnc(-c2ccccc2Br)o1)C(=O)N1CCOCC1 (stereo not drawn) | 1 | -0.9 | 1 | 0.3 | -19 | -13 | 0.3 | -4 | -10
51 | O=C(Nc1nc2c(Br)cc(Br)cc2c(=O)s1)C1CCC1 | -12 | -1.0 | -5 | 1.8 | -4 | 0 | -0.3 | 20 | -15

From PubChem BioAssay
